Bioassay records from PubChem BioAssay.
IkB signaling: inhibitors of IkB signaling in ABC-DLBCL cells; ABC-DLBCL IkBa-CBG/CBR dual luciferase ratio, 4 h; response scale: scaled: untreated 0%, proteasome inhibitor 100%; Potency, µM (highest dose often 57.1 µM), inactives show at the highest dose IkBa stabilization activation; actives 0.04% (n = 110,000); active = well fitted curve in the direction sought with a large enough effect in the signal ratio, not every such curve was filed as active; inconclusive = small, poorly fitted or top-dose-only effect, or a change in a side signal; the % refers to the signal ratio;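 note: the direction sought is a rising ratio; 0% = basal untreated cells and 100% = reference inhibitor full response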
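Curves were fitted separately to fusion (green), unfused (red) and ratio luminescence, then classed by r2, magnitude and activity. Cells: OCI-Ly3, 4 h compound plus doxycycline at 37C; 10 uM MG-132 defined full response.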
p53ts 32C tox: kills p53ts cells at the permissive temperature; H1299-p53A138V at 32C, ATP luminescence viability, 24 h; Potency, µM (doses to about 46.1 µM), for inactives: at the highest dose activity change, negative = cytotoxicity, usual class: cytotoxic; actives 0.93% (n = 130,000); AID 924;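 note: 0% = DMSO and -100% = full killing by reference compound; nearly all actives have a fitted effect of over 55% in size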
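Cells: H1299 p53ts (A138V), 600/well, pre-incubated 16–30 h at 37C. Cpd up to 46 uM, 24 h, 32C. Readout: ATPlite luminescence, 20 min RT. Normalization: DMSO vs tamoxifen 100 uM. AC50 by Hill equation.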
Imprint erasure: induces erasure of genomic imprints in mouse ES cells | mouse ES Peg3-LacZ reporter, beta-gal luminescence, 40 h | Potency, µM (doses to about 60.7 µM), without a hit: top-dose activity change, positive = activation, hits mostly activators | actives 0.02% (n = 110,000) | AID 1948;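 note: 0% = negative control wells on the plate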
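Each well holds 300 Peg3LacZ-Neo (maternal) female ES cells incubated 40 h at 37C, 5% CO2. LacZ is measured by BetaGlo luminescence, with AC50 and maximum efficacy derived from dose-response curves.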
p53ts 39C tox: p53ts cell cytotoxicity, nonpermissive temperature; H1299-p53A138V viability at 39C, ATP luminescence, 24 h; AID 902; actives 1.5% (n = 130,000); Potency, µM (series often up to 46.1 µM), for the others: at the highest dose activity change, negative = cell killing, actives largely listed as cytotoxic; note: nearly all actives have a fitted effect of over 55% in size
* hit, by the source's call; ? = inconclusive; / = not tested or not shown; [ ] = another dose, or the depositor's remark. Unless noted, calls come from the whole dose curve; as a rule, active = well fitted curve in the direction sought with a large enough effect; inconclusive = small, poorly fitted or top-dose-only effect, or another doubt; inactive = no such curve, though single readings can be large; an effect the other way counts as inactive or inconclusive. Unless noted, % is set by controls: 0 for no effect and ±100 for the full control effect; potency is the fitted concentration of half-maximal effect. Random draw from the library; 1.7% or so of the library scored in one or more.

Structure | IkB signaling | p53ts 32C tox | Imprint erasure | p53ts 39C tox
CCSc1nnc2c(n1)OC(c1ccc(C(=O)O)cc1)N(C(C)=O)c1ccccc1-2 (stereo not drawn) | 1.7% | 5% | 11% | -8%
c1coc(CNc2nc3ccccc3n2CCN2CCOCC2)c1 | 2.4% | 0% | -7% | -2%
COCCn1c(C)cc(O)c(C(c2ccccc2)N2CCCCC2)c1=O (stereo not drawn) | ? | 12% | -7%[10.9 µM] | 50%[activator]
COc1cccc(CNC(=O)c2nn(C)c3c2CS(=O)(=O)c2ccccc2-3)c1 | ? | 6% | -13%[10.9 µM] | -9%
CCOc1cc(C(=O)NCCN2CCOCC2)cc(OCC)c1OCC | -0.5% | 4% | 6% | 4%
Cc1ccn2c(Nc3ccc4c(c3)OCO4)c(-c3ccc(Cl)cc3)nc2c1 | 0.3% | -13% | 12%[10.9 µM] | -19%
Cc1cn2c(=O)cc(COC(=O)c3ccc(NC(=O)C(C)Oc4ccccc4)cc3)nc2s1 (stereo not drawn) | ? | -5% | -14%[10.9 µM] | 5%
CCOC(=O)N/N=C1/C[C@@H](O)[C@@H](O)[C@@H]2[C@@H]3C(=O)N(Cc4ccc5c(c4)OCO5)C(=O)[C@H]3CC[C@H]12 | / | 7%[9.22 µM] | / | 2%[9.22 µM]
CCc1ccc2oc(=O)cc(CN3CCCCC3C)c2c1 (stereo not drawn) | -1.9% | 9% | -18% | 1%
COc1cc2c(=O)n(Cc3ccccc3Cl)c(=O)n(CC(=O)Nc3ccccc3)c2cc1OC | ? | 1% | 3%[10.9 µM] | -11%
CCOC(=O)C1=C(C)N(C)C(C)=C(C(=O)OCC)C1c1ccncc1 | 0.6% | 9% | -15% | 8%
N#CCSc1nnc(C2CCCCC2)n1Cc1ccccc1 | 1.3% | 4% | -7% | -1%

Next part, overlapping the part above by 4 compounds.
Structure | IkB signaling | p53ts 32C tox | Imprint erasure | p53ts 39C tox
CCc1ccc2oc(=O)cc(CN3CCCCC3C)c2c1 (stereo not drawn) | -1.9% | 9% | -18% | 1%
COc1cc2c(=O)n(Cc3ccccc3Cl)c(=O)n(CC(=O)Nc3ccccc3)c2cc1OC | ? | 1% | 3%[10.9 µM] | -11%
CCOC(=O)C1=C(C)N(C)C(C)=C(C(=O)OCC)C1c1ccncc1 | 0.6% | 9% | -15% | 8%
N#CCSc1nnc(C2CCCCC2)n1Cc1ccccc1 | 1.3% | 4% | -7% | -1%
COCCCNC(=O)c1cc2c(=O)oc3ccc(C)cc3c2s1 | -1.8% | 15% | -11%[10.9 µM] | -14%
CCCSc1nc(N)c(C#N)c(-c2ccc(C)cc2)c1C#N | -2.6% | -2% | -1% | 14%
CCc1ccccc1N(C)C(=O)c1cc2c(s1)-c1c(C)cccc1OC2 | ? | 8% | -17%[10.9 µM] | -18%
COc1ccc(OC)c(C(=O)CSc2nnnn2C)c1 | 3.1% | 4% | -11% | -6%
CCCCn1c(SCC(=O)Nc2cc(C)on2)nc2ccsc2c1=O | -1.7% | -4% | -4% | -29%
Cc1nnc(NC(=O)CSc2nccn2Cc2ccc(Cl)cc2)s1 | 0.4% | 11% | -9%[10.9 µM] | -9%
O=C(c1csnn1)N1CCC2(CCCN(c3cccc(-c4ccccc4)c3)C2)CC1 | -1.5%[11.4 µM] | -1% | / | -4%
CCS(=O)(=O)NCCc1cc2ccc(C)cc2[nH]c1=O | -0.6% | -6% | -2% | -3%
CC1CCCCN1C(=O)Cn1c(=O)n(-c2ccc(Cl)cc2)c(=O)c2c3c(sc21)CCC3 (stereo not drawn) | 1.3% | 12% | -10%[10.9 µM] | 16%
O=C(O)c1ccc([N+](=O)[O-])c(P(=O)(O)O)c1 | 1.3%[11.4 µM] | 1%[9.22 µM] | -2%[10.9 µM] | 3%[9.22 µM]
CC12CC(NC(=O)N1c1cccc(C(=O)NCc3ccc4c(c3)OCO4)c1)c1cc(Cl)ccc1O2 (stereo not drawn) | ? | 24% | -9% | 4%
Cn1c(SCC(=O)N2CCN(Cc3ccccc3)CC2)nnc1-c1ccncc1 | 7.5% | 3% | -9% | 7%
Cc1cccc(-n2ncc3c(NCc4ccccc4)ncnc32)c1 | 1.9% | -12% | -21% | -16%
COc1ccc(S(=O)(=O)N2CCOCC2)cc1C(C)C | -0.3% | 5% | -8% | 16%
CC(=O)c1cccc(NS(=O)(=O)c2c(C)noc2C)c1 | -0.8% | 2% | 66% | -6%
CCc1nn2c(=O)cc(COC(=O)c3cccc(NC(=O)c4cccs4)c3)nc2s1 | ? | -4% | -19%[10.9 µM] | -10%
CC(=O)c1ccc(NC(=O)c2cc(CC(C)C)on2)cc1 | -4.9% | -5% | -4% | -5%
C=CCNC(=O)CN1C2CCCC1CC(NC(=O)c1ccccc1C)C2 (stereo not drawn) | 0.2% | -10% | -10% | -2%
CCc1nn(CC(=O)Nc2ccc(C)cc2C)c(=O)c2cc3sccc3n12 | -0.8% | 8% | -9%[10.9 µM] | -4%
CCn1cnc2sc(C(=O)Nc3ccc4c(c3)OCO4)c(C)c2c1=O | -1.5% | -24% | -62%[inhibitor] | -29%
COc1ccc(NC(=O)CS(=O)CC(=O)NC2CCCc3ccccc32)cc1 (stereo not drawn) | -1.3% | 4% | 9% | 0%
Cc1ccc(S(=O)(=O)N2CCc3cc(C(=O)NCCc4ccccc4)ccc32)cc1 | 0.6% | 9% | -6%[10.9 µM] | -19%
O=C(Nc1nccs1)Oc1ccccc1 | -0.1% | 5% | -13% | -12%
CCN(C(=O)c1cc(Cl)ccc1OC)C1CCCCC1 | 0.2% | 2% | -16% | 3%

(list continues)
The line under a structure holds: IkB signaling | p53ts 32C tox | Imprint erasure | p53ts 39C tox
> CCOC(=O)CN1C(=O)C(O)=C(C(C)=O)C1c1ccccc1 (stereo not drawn)
  -0.1% | 9% | 1% | 9%
> COCc1cc(C)nc(SCC(=O)Nc2cccc3cccnc23)c1C#N
  1.3% | 5% | -11% | -12%
> CCN(CC)c1ccc(NC(=O)c2cc(C)nc3c2c(C)nn3-c2ccc(C)cc2)c(C)c1
  0.1% | -7% | -3%[10.9 µM] | -10%
> Cc1cc(C)c(NC(=O)C2CCN(S(=O)(=O)c3c(C)noc3/C=C/c3ccccc3F)CC2)c(C)c1
  1.0% | 16% | -9%[10.9 µM] | -8%
> CC(C)(C)OCC(NC(=O)C(CC(N)=O)NC(=O)OC(C)(C)C)C(=O)OC(C)(C)C (stereo not drawn)
  1.3% | 5% | -3% | 2%
> CCc1cc(=O)oc2cc(OCC(=O)OC)c(Cl)cc12
  0.5% | 3% | 7% | 11%
> Cn1c(COc2ccccc2)nnc1SCc1nc2ccccc2[nH]1
  2.7% | 4% | 7% | 14%
> CC(=O)C1=C(C)Nc2ncnn2C1c1cccc(OCc2ccccc2)c1 (stereo not drawn)
  3.4% | 1% | -14% | -3%
> COc1ccc(C2CC(C(F)(F)F)n3ncc(C(=O)NCc4cccnc4)c3N2)cc1OC (stereo not drawn)
  -3.7% | -12% | 2% | -15%
> COc1cccc(NC(=O)CSC2=Nc3ccccc3C3=NC(CC(=O)NCc4ccccc4OC)C(=O)N23)c1 (stereo not drawn)
  0.4% | 1% | 26%[10.9 µM] | -16%
> COc1ccc(CCNC(=O)CC2Nc3cc(C)c(C)cc3NC2=O)cc1OC (stereo not drawn)
  -1.2% | 2% | 4% | 4%
> CC(C)OCCCNC(=O)CN1C(=O)c2ccccc2Sc2ncccc21
  -0.5% | -5% | -19%[10.9 µM] | -1%
> CS(=O)(=O)N1CCc2cc(-c3csc(NC(=O)Cc4cccs4)n3)ccc21
  ? | 9% | -17% | -7%
> Cc1nn(-c2ccccc2)c2c1N(CC(=O)N1CCN(c3ccc(Cl)cc3)CC1)C(=O)CS2
  -1.0% | -7% | 17%[10.9 µM] | -23%
> COC(=O)c1[nH]c2cc(OC)ccc2c1NC(=O)CN1CCC(C(N)=O)(N2CCCCC2)CC1
  -0.7% | -5% | 7% | -8%
> O=C(NCc1cn2ccsc2n1)c1cccs1
  0.0% | -2% | 0% | -2%
> CCOc1ccc(N(CC)S(=O)(=O)N2CCCC(C(=O)Nc3ccc(NC(C)=O)cc3)C2)cc1 (stereo not drawn)
  ? | 4% | -1%[10.9 µM] | -12%
> Cc1noc(C)c1-c1cc(N(C)Cc2ccco2)ncn1
  0.2%[11.4 µM] | 11% | -9% | 1%
> CCOc1ccc(S(=O)(=O)Nc2ccc(O)c(Sc3ncn[nH]3)c2)cc1
  / | -2% | / | 10%
> CCCCOc1ccc(C(=O)N2CCC(C)CC2)cc1
  -4.9% | 4% | -18% | -7%
> CCOC(=O)c1ccc(Nc2nn3c(=O)c4ccccc4nc3s2)cc1
  ? | 5% | 22%[10.9 µM] | -4%
> CCN1CCN(CC(O)COc2cccc(OC)c2)CC1 (stereo not drawn)
  0.7% | ? | -6% | 13%
> CCOCCCNC(=O)c1ccc(-n2c(-c3ccccc3)cc3c2CCCCC3)cc1
  ? | -5% | -9%[10.9 µM] | ?
> CCCCNC(=O)CCn1c(=O)c2ccccc2n(CC(=O)Nc2ccccc2OCC)c1=O
  0.5% | 6% | -5% | 8%
> CCOC(=O)c1c(C)n(C)c2ccc(OC(C)=O)cc12
  / | 11% | / | 1%
> COc1ccc(Nc2nc(N)nc(C(F)(F)F)n2)c(OC)c1
  -0.6% | 6% | -19% | 9%
> Cc1ccccc1N1CCN(S(=O)(=O)c2ccc3oc(=O)ccc3c2)CC1
  ? | 2% | -13% | 4%
> COc1cc(NS(=O)(=O)c2ccc(NC(=S)NC(=O)CC(C)C)cc2)nc(OC)n1
  / | -1% | / | 1%
> COc1ccc(C(=O)OCCN=C2NS(=O)(=O)c3ccccc32)cc1OC
  -2.3% | 0% | -17% | -4%
> CCOCCc1nn2c(=O)cc(COC(=O)c3ccccc3NC(=O)C3CCCCC3)nc2s1
  0.4% | 10% | -12%[10.9 µM] | -28%
> CCCc1nc2ccccc2c(=O)n1/N=C/c1ccc(O)cc1O
  -3.2% | 6% | -12% | -5%
> CC1CCCCN1C(=O)CSc1nc(-c2ccccc2)no1 (stereo not drawn)
  ? | -12% | 6%[10.9 µM] | -14%
> NC(=O)CSc1nnc(CNc2ccc(F)cc2)n1CC1CCCO1 (stereo not drawn)
  0.0% | -2% | 7% | -22%
> Cc1cccc(NCc2cc(Cl)cc(Cl)c2O)n1
  / | -17% | / | -2%
> COc1ccc(NC(=O)Cc2nn(C)c(=O)c3ccccc23)c2ncccc12
  0.8% | -12% | -14% | -12%
> COc1ccc(OC)c(NC(=O)Cn2ncc3c2-c2ccccc2OC3)c1
  -0.4% | -3% | -3%[10.9 µM] | 15%
> O=C(C1CC(c2ccc(F)cc2)=NO1)N1CCN(Cc2ccccc2)CC1 (stereo not drawn)
  0.3% | 4% | -38%[inhibitor] | 7%
> COC(=O)CSc1nnc(-c2sc3cc(OC)ccc3c2Cl)n1C
  9.7% | 11% | -17% | 3%
> COc1ccc(Cl)cc1-n1cc(-c2ccccc2)nc1SCC(=O)Nc1ccc(C)cc1
  2.5% | 17% | -13%[10.9 µM] | -8%
> COc1cc2nc(SCC(=O)Nc3cccc(C)c3)n3nc(-c4ccccc4)nc3c2cc1OC
  1.6% | 10% | 12%[10.9 µM] | 24%
> CCC(C)N(C(=O)COC(=O)Cc1n[nH]c(=O)c2ccccc12)C1CCS(=O)(=O)C1 (stereo not drawn)
  0.8% | 2% | -5% | -1%
> Cc1nnc2c3ccccc3nc(Nc3cccc(O)c3)n12
  ? | -10% | 6%[10.9 µM] | ?
> Cc1c(CC(=O)N2CCCCC2)c(=O)oc2cc(O)ccc12
  0.5% | 3% | -7%[10.9 µM] | 18%
